KCNQ2 inh: KCNQ2 potassium channel inhibitors, primary screen, cell-based, CHO-K1, FluxOR thallium flux, B-score (AID 2156); Potassium voltage-gated channel subfamily KQT member 2 (Rattus norvegicus), O88943; 20 min; hits give low values; B-score at 10 µM; 310,000 tested, 1.1% active;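 active = fluorescence ratio B-score at most minus 3 library SDs, with starting brightness B-score within 2 library SDs, cut at about -5.5 in these data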
Kir21 inh: inhibitors of mouse Kir2.1 inward-rectifier potassium channel. Inward rectifier potassium channel 2 (Mus musculus), P35561. HEK293-Kir2.1, FluxOR thallium flux fluorescence; hits give low values. B-score at 10 µM. 310,000 tested, 0.85% active;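 active = fluorescence ratio B-score at or below minus 3 SD of library scores, with starting-brightness B-score within 2 SD, cut at about -4.2 in these data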;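 note: channel flux triggered by added potassium and thallium sulfate stimulus; B-score of peak minus minimum fluorescence over baseline after thallium stimulus; more negative B-score means stronger Kir2.1 block with less thallium influx; some compounds called inactive have numbers as strong as hits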
Target sequence (P35561 whole entry, looked up): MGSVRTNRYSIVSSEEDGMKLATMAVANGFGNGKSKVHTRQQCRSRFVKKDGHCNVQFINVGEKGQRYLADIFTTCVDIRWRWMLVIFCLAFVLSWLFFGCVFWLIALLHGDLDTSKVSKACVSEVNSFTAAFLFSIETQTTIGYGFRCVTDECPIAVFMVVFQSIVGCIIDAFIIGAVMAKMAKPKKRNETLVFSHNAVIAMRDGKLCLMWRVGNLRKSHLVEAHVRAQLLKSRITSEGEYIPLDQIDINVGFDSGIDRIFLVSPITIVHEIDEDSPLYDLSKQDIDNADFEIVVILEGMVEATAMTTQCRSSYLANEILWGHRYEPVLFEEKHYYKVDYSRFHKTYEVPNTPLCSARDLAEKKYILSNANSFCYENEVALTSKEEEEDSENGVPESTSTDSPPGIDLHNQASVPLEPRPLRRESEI
CHT inh: inhibitors of human choline transporter CHT | CHT-expressing cells, membrane potential dye, choline response; hits give low values | B-score at 10 µM | 310,000 tested, 0.86% active;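 active = B-score over 3 SD under the library average, and starting fluorescence ratio not unusually high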;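 note: choline stimulus applied at its EC90 after an EC20 pre-addition; B-score computed on integrated fluorescence ratio after choline addition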
Target sequence (Q9GZV3 whole entry, looked up): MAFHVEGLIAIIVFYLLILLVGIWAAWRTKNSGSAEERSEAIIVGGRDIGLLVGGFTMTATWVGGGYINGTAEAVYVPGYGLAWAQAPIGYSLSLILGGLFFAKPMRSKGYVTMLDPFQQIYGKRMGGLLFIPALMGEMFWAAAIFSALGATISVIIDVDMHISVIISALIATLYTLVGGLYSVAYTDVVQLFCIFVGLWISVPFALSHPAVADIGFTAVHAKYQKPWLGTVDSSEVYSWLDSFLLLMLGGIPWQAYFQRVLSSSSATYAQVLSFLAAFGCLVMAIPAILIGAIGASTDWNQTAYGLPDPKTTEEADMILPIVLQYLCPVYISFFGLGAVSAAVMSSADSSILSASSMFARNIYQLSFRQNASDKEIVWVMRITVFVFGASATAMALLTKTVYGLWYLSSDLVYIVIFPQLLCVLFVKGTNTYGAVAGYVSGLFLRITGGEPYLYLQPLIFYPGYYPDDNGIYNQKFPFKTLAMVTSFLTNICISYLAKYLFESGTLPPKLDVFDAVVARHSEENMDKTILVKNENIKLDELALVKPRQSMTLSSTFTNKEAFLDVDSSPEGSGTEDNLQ
Starred values were filed as active, the others as inactive; i = inactive. Rows are unselected; about 2.6% have a hit in one of these screens.

KCNQ2 inh,Kir21 inh,CHT inh,Molecule
i,-0.54,i,CCCCn1c(=O)c(CCC(=O)OC(C)C(=O)Nc2cccc(Cl)c2Cl)nc2ccccc21 (configuration not stated)
i,-1.67,i,Cn1cnc2cc(NC(=O)c3ccco3)ccc21
i,-0.37,i,CCOC(=O)c1[nH]c2ccc(Br)cc2c1NC(=O)CCN1CCN(C(=O)OCC)CC1
i,-0.14,i,COc1ccc(OCC(=O)Nc2ccc3oc(-c4ccncc4)nc3c2)cc1
i,0.03,i,Brc1ccc(C2=CSC3=NCCN23)cc1
i,0.06,i,O=C(c1cccs1)N(Cc1ccc(F)cc1)C1CCS(=O)(=O)C1 (configuration not stated)
i,0.59,i,O=C(NCC(c1ccco1)N1CCN(c2ccc(F)cc2)CC1)C(=O)NC1CC1 (configuration not stated)
i,0.81,i,CSCCC(NS(=O)(=O)c1ccc(C)cc1)C(=O)N1CCN(S(=O)(=O)c2ccc(F)cc2)CC1 (configuration not stated)
i,2.21,i,COC(=O)Cn1c(=O)c2c(nc3n2CC(C)CN3Cc2ccccc2)n(C)c1=O (configuration not stated)
i,1.48,i,O=C(Nc1cccc(C(F)(F)F)c1)c1cc(-c2cccs2)on1
i,-0.98,i,COc1cc(OC)c2c(c1)O/C(=C\c1ccccc1)C2=O
i,-0.04,i,O=C(Nc1ccccc1C(F)(F)F)c1cccnc1
i,1.1,i,Cc1ccc(NC(=O)C2C3CCC(O3)C2C(=O)O)c(Br)c1 (configuration not stated)
i,-0.01,i,CC(C)C(=O)Nc1ccc(NC(=O)c2cccc3c(Br)cccc23)cc1
i,-0.03,i,Cc1sc2nc(COC(=O)CNC(=O)c3ccc(C(C)(C)C)cc3)[nH]c(=O)c2c1C
i,0.46,i,COCCCNC(=O)CCn1c(=O)c2ccccc2n(Cc2cccc([N+](=O)[O-])c2)c1=O
i,0.12,i,Cc1cccc(NC(=O)CCN2CC(C)CC(C)C2)c1 (configuration not stated)
i,0.93,i,CC(=O)c1ccc(N2CCN(C(=O)c3cccc(Oc4ccccc4)c3)CC2)cc1
i,-4.15,i,N#Cc1nc(Cc2cccc3ccccc23)oc1NCCCn1ccnc1
i,0.76,i,O=C(NC1CCN(S(=O)(=O)c2ccc(Cl)cc2)CC1)c1cccnc1
i,0.48,i,O=C(O)c1ccc(N/N=C/c2cn(Cc3ccccc3F)c3ccccc23)cc1
i,0.18,i,O=C(Cc1coc2cc3c(cc12)CCC3)OCC(=O)N1CCCC1=O
i,0.24,i,CS(=O)(=O)c1ccc(C(=O)N2CC(=O)Nc3ccccc32)cc1
i,-0.63,i,CCCCc1c(O)nc(SCC(=O)c2ccccc2)n(-c2ccccc2OC)c1=O

As entered above:
Under Kir21 inh, COCCCNC(=O)CCn1c(=O)c2ccccc2n(Cc2cccc([N+](=O)[O-])c2)c1=O shows 0.46
Under Kir21 inh, O=C(Cc1coc2cc3c(cc12)CCC3)OCC(=O)N1CCCC1=O shows 0.18

Continued.
KCNQ2 inh,Kir21 inh,CHT inh,Molecule
i,-1.04,i,O=c1oc(Nc2cccc(F)c2)nc2ccccc12
i,0.14,i,COC(=O)[C@@H]1Cc2c([nH]c3ccccc23)C2CCC(=O)N21 (some centres not stated)
i,0.12,i,COc1ccc(Cl)cc1Nc1nc(N)nc(C(F)(F)F)n1
i,0.43,i,CC(C)Cn1c(N)c(C(=O)COC(=O)c2ccc([N+](=O)[O-])o2)c(=O)n(C)c1=O
i,-3.23,i,Cc1ccc(NC(=O)COc2ncnc3cc([N+](=O)[O-])ccc23)cc1S(=O)(=O)N1CCOCC1
i,0,i,Cc1ccc(S(=O)(=O)c2nc(Nc3ccccc3N3CCOCC3)sc2Cl)cc1
i,0.92,i,CCOC(=O)N1CCC(NC(=O)c2cc(C(=O)NCc3ccc(F)cc3)ccc2CO)CC1
i,0.43,i,O=C(Cn1ccc2cc(S(=O)(=O)N3CCCC3)ccc21)NCc1ccccc1
i,0.9,i,CCOC(=O)c1c(NC(=O)C2=C(C)NC(=S)NC2c2ccc(F)cc2F)sc(C)c1C (configuration not stated)
i,0.65,i,Cc1ccc(S(C)=O)cc1-n1c(=O)n(Cc2ccccc2)c(=O)c2[nH]cnc21 (configuration not stated)
i,1.72,i,CC(CCc1ccccc1)NC(=O)C1CCC1 (configuration not stated)
i,1.34,i,CCOc1cc(C(=O)Nc2ccc(F)cc2)cc(Br)c1OC
i,1.76,i,COc1ccc(NC(=O)CSc2nc(-c3ccco3)nc3cc(=O)[nH]n23)cc1Cl
i,0.42,i,O=C(NCCc1c[nH]c2ccccc12)c1cncc(Br)c1
i,-0.59,i,CCO[C@@H]1OC(C(=O)O)=C[C@H](c2ccc(C(F)(F)F)cc2)[C@H]1CCCO
i,1.47,i,CCCN1C(=O)/C(=C/c2nc3ccccc3c(=O)[nH]2)c2ccccc21
i,-1.91,i,Cc1cc(OC(C)C)nc(-c2ccccc2O)n1
i,0.1,i,CCOc1ccc(-c2nc3c(s2)CCc2onc(-c4ccc(OC)cc4)c2-3)cc1
i,-4.64*,i,COCCCNC(=S)N(Cc1ccccc1)Cc1ccc(F)cc1
i,-1.89,i,COc1ccc2cc(CCNC(=O)C(C)(C)C)c(=O)[nH]c2c1
i,-2.58,i,CCC1CCCCN1C(=O)COc1ccc(N(C)S(=O)(=O)c2ccc(C)cc2)cc1 (configuration not stated)
i,-1.08,i,CN(C)c1cccc(N(C)C)c1CNC(=O)C(C)(C)C
i,-0.32,i,Cc1ccc2oc(=O)c(/C=C(\O)c3ccco3)nc2c1
i,0.44,i,CCCCc1ccc(NC(=S)N2CCCC2)cc1
i,-0.37,i,NC(=O)c1ccccc1NC(=O)CCCCCn1nnc2ccccc2c1=O
i,1.04,i,CCCOc1ccccc1C(=O)N(Cc1ccc(C)o1)C1CCS(=O)(=O)C1 (configuration not stated)
i,0.02,i,CC(=O)c1c(C(C)=O)c(C)n(Cc2ccc3c(c2)OCO3)c1C
i,-0.25,i,CC(C)C(=O)Nc1ccc(C(=O)NNC(=O)CCCOc2ccc(Cl)cc2Cl)cc1
i,-0.42,i,COc1ccccc1NC(=O)N1CCN(c2ccc3nncn3n2)CC1
i,0.01,i,Cc1ccc(N(Cc2ccccc2)C(=O)CN2C(=O)NC3(CCCC3)C2=O)cc1
i,0.39,i,CCCCC1=CC2=CC(=O)C(C)(OC(=O)CC)C(=O)C2=CN1C(CO)CO (configuration not stated)
i,-0.02,i,CCOC(=O)C(=O)N1CCC(C(=O)OC)CC1
i,2.42,i,Cn1ncc2c(=O)[nH]cnc21
i,0.13,i,CC(C(=O)N1CCN(c2ccccc2)CC1)N1C(=O)C2CC=CCC2C1=O (configuration not stated)
i,0.17,i,Cc1nn(Cc2ccccc2Cl)c2sc(C(=O)NC(C)(C)C)cc12
i,1.26,i,Cc1cc(=O)oc2cc(OCC(=O)NC3CC(C)(C)NC(C)(C)C3)c(Cl)cc12
i,-2.08,i,COc1ccccc1NC(=O)CSc1ncnc2c1oc1ccccc12
i,-0.07,i,O=C(OCC(=O)N(C1CCCCC1)C1CCCCC1)c1cnccn1
i,0.87,i,CC(C)(C)c1cc[n+](-c2nc([O-])sc2C=O)cc1
i,-0.29,i,COCCN(C(=S)Nc1ccc(C)cc1C)C(C)c1cccs1 (configuration not stated)
i,-1.66,i,CCOc1ccc(S(=O)(=O)NCc2ccc(F)cc2)c2cccnc12
i,-0.51,i,CCOc1ccc(C(=O)NC(C(=O)NCc2ccccn2)C(C)C)cc1 (configuration not stated)
i,1.17,i,CN(C(=O)COC(=O)/C=C/c1ccc(S(=O)(=O)N2CCc3ccccc32)cc1)C1CCS(=O)(=O)C1 (configuration not stated)
i,1.26,i,CCOc1cc2[nH]c(=S)n(Cc3ccc(C(=O)NCCOC)cc3)c(=O)c2cc1OCC
i,-2.39,i,COc1ccc(/C=N/Nc2nncn2N)cc1Br
i,0.79,i,COc1cc2c(C(=O)NCc3ccc4c(c3)OCO4)cn(C)c(=O)c2cc1OC
i,-0.68,i,Cc1cc(C(=O)O)ccc1-n1c(C)ccc1C
i,-3.01,i,CCN1C(=O)NC2C1N(S(C)(=O)=O)CCN2S(C)(=O)=O (configuration not stated)
i,0.56,i,OC1(c2cccs2)CN(c2ccc(Cl)cc2)C2=[N+]1CCCS2 (configuration not stated)
i,0.05,i,CN(c1ccccc1)S(=O)(=O)c1cc(C(=O)OCC(N)=O)ccc1Cl
i,4.25,i,CO/C(N)=C(\C#N)N=Cc1ccccc1Cl
i,0.81,i,O=C(Nc1ccccc1)Nc1ccc(Cl)c([N+](=O)[O-])c1
i,0.06,i,Cc1cccc(C)c1OCc1cc(C(=O)N(Cc2nccn2C)C(C)C)no1
i,1.04,i,O=C(COC(=O)/C=C/c1ccc(S(=O)(=O)N2CCCCCC2)cc1)NCc1ccccc1Cl
i,0.83,i,CC(C)=C1SC(N2CCN(c3cccc(C)c3)CC2)=NC1=O
i,0.18,i,C=CCNc1nc(Nc2ccc([N+](=O)[O-])cc2)nc(N2CCCC2)n1

The closing two compounds of the section before open the next one.
KCNQ2 inh,Kir21 inh,CHT inh,Molecule
i,0.83,i,CC(C)=C1SC(N2CCN(c3cccc(C)c3)CC2)=NC1=O
i,0.18,i,C=CCNc1nc(Nc2ccc([N+](=O)[O-])cc2)nc(N2CCCC2)n1
i,0.6,i,COc1c(F)c(F)c(C(=O)Nc2ccccc2N2CCN(C(C)=O)CC2)c(F)c1F
i,0.29,i,Cc1cc(Oc2nc3c(C)cccn3c(=O)c2/C=C(\C#N)S(=O)(=O)c2ccc(Cl)cc2)ccc1Cl
i,-0.36,i,COc1ccc(Cl)cc1N1C(=O)C2CCCN2C1c1ccccc1F (configuration not stated)
i,0.22,i,O=C(Nc1nnc(SCc2ccc(F)cc2)s1)C1CC(=O)N(Cc2ccccc2)C1 (configuration not stated)
i,0.53,i,O=C(O)CCN1C(=O)c2ccc(NC(=O)c3cccs3)cc2C1=O
i,-0.8,i,CS(=O)(=O)N(CC(=O)NCCC1=CCCCC1)c1ccc2c(c1)OCO2
i,-0.16,i,CC(Sc1nc(-c2ccco2)nc2c1c(=O)n(C)c(=O)n2C)C(=O)O (configuration not stated)
i,0.38,i,Cc1ncc(CN2CCCC(CCC(=O)NCc3ccc(F)c(F)c3)C2)s1 (configuration not stated)
i,1.56,i,COCCN(C(=O)Cn1nnc2ccccc21)C(C(=O)NC1CCCCC1)c1ccc(OC)cc1OC (configuration not stated)
i,-0.24,i,Cc1oc2c(C)c(O)ccc2c(=O)c1-c1cnn(-c2ccccc2)c1
i,0.89,i,COC(=O)c1cccc(NC(=O)c2cccnc2)c1
i,1.12,i,CC(=O)Nc1nc(-c2ccc3c(c2)CCN3C(=O)C2CC2)c(C)s1
i,0.1,i,COc1ccc(NC2=C3CC(C)CC=C3N(c3ccc(OC)cc3)C2=O)cc1 (configuration not stated)
i,-1.22,i,Cc1noc(C)c1C(=O)NC(C)C12CC3CC(CC(C3)C1)C2 (configuration not stated)
i,-0.54,i,Cc1ccc(S(=O)(=O)N2CCC3(CC2)OCCN3S(=O)(=O)c2cccs2)cc1
i,-0.43,i,Cc1ccc(S(=O)(=O)N(C)c2c(C)ccc(S(N)(=O)=O)c2C)cc1
i,-0.15,i,C/C(=C\c1ccco1)C1C(C#N)=C(N)Oc2n[nH]c(-c3ccc(C)cc3)c21 (configuration not stated)
i,0.06,i,CC1(c2nnc(-c3ccncc3)o2)CC(c2c(Cl)cccc2Cl)=NO1 (configuration not stated)
i,-0.03,i,O=C1NC(c2ccncc2)C(C(=O)c2cccs2)C(O)(C(F)(F)F)N1 (configuration not stated)
i,0.27,i,COc1cc(C(=O)N2CCCN(C)CC2)cc(OC)c1C
i,1.16,i,COc1ccc(N(CC(=O)N/N=C/c2cccs2)S(=O)(=O)c2ccccc2)cc1
i,-0.29,i,CCOc1ccc(C2SCC(=O)N2c2c(C)n(C)n(-c3ccccc3)c2=O)cc1 (configuration not stated)
i,0.05,i,O=C(CNC(=O)c1ccncc1)N/N=C/c1ccc(O)cc1O
i,-1.22,i,CC(=O)N1c2ccc(S(=O)(=O)N3CCC(C(=O)N4CCC(C)CC4)CC3)cc2CC1C (configuration not stated)

Quoted at random: 2 records from the list.
KCNQ2 inh,Kir21 inh,CHT inh,Molecule
i,0.27,i,COc1cc(C(=O)N2CCCN(C)CC2)cc(OC)c1C
i,-0.29,i,CCOc1ccc(C2SCC(=O)N2c2c(C)n(C)n(-c3ccccc3)c2=O)cc1 (configuration not stated)

(list continues)
KCNQ2 inh,Kir21 inh,CHT inh,Molecule
i,-1.74,i,CCCC/C(O)=C1\C(=O)CC(C)(C)CC1=Nc1ccccc1OC
i,-1.42,i,CCOc1ccccc1-n1c(C)cc(C=O)c1C
i,-0.27,i,CCCN(CCC)c1nc(N)nc(-c2cc(Cl)ccc2OC)n1
i,2.55,i,CCOCCCNS(=O)(=O)c1ccc(NC(=O)CN2C(=O)c3ccccc3C2=O)cc1
i,0.4,i,O=C(CSc1ncn(-c2ccccc2)n1)NCc1ccccc1
i,-0.4,i,CN(C)c1ccc(C2C3CCCc4ccccc4C3=NN2C)cc1 (configuration not stated)

Copied from above (three entries):
KCNQ2 inh,Kir21 inh,CHT inh,Molecule
i,-1.74,i,CCCC/C(O)=C1\C(=O)CC(C)(C)CC1=Nc1ccccc1OC
i,-1.42,i,CCOc1ccccc1-n1c(C)cc(C=O)c1C
i,-0.27,i,CCCN(CCC)c1nc(N)nc(-c2cc(Cl)ccc2OC)n1

Source: PubChem BioAssay (Johns Hopkins Ion Channel Center)
